Screens as filed in PubChem BioAssay.
RORg inh – blocks mouse ROR gamma transcriptional activity. hit rate 5.4% among 310,000. P51450. Drosophila S2 Gal4-RORgamma UAS-luciferase reporter, 20 h. Potency, µM (top dose mostly 53.6 µM), inactives show top-dose activity change, negative = inhibition, usual class: inhibitors. AID 2551; also: potency is read from the fitted curve at half-maximal effect; nearly all actives have a fitted effect of over 60% in size
Target sequence (P51450 whole entry, looked up, the tested form may be a part): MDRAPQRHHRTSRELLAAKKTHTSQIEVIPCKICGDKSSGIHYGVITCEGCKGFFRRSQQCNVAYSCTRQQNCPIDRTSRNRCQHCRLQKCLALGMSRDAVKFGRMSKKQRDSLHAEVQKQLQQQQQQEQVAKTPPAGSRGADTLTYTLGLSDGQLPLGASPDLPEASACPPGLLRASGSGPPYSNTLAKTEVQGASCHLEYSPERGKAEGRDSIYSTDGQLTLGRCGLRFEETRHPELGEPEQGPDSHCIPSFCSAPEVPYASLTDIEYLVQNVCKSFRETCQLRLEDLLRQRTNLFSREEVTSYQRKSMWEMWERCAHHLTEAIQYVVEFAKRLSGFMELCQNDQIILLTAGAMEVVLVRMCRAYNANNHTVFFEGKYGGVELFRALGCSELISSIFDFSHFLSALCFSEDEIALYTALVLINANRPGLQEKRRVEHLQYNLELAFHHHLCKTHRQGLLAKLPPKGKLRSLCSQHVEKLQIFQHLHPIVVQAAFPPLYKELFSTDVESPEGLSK
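Stably transfected Drosophila Schneider cells are the test system, with ROR gamma fused to Gal4 and luciferase under UAS control; luminescence is read after 20 hr of 700 uM copper sulfate induction at ambient temperature.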
FBPA coupling cs – counter-screen for Giardia aldolase inhibitors: coupling enzyme system. coupling enzyme system counterscreen, AmpLite Red fluorescence. activity change, negative = inhibition, % at 58.2 µM, hits read low. hit rate 0.67% among 290,000; in the data active = activity change below about -30%
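Fluorescence at 525 nm excitation and 598 nm emission measured inhibition of the coupled detection system without aldolase. Compounds (at 57.5 uM final) were preincubated 10 min at room temperature with coupling enzyme reagent before a 20 min substrate/AmpLite Red step.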
Gal4-VP16 FLuc – counter-screen for ROR gamma inhibitors: Gal4-VP16 reporter | Drosophila S2 Gal4-VP16 UAS-luciferase, luminescence, 20 h | Potency, µM (series often up to 53.6 µM), without a hit: at the top dose activity, negative = inhibition, actives largely listed as inhibitors | hit rate 3.5% among 310,000 | AID 2546;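 also: Gal4-VP16 expression switched on by copper sulfate through the metallothionein promoter; potency is read from the fitted curve at half-maximal effect; nearly all actives have a fitted effect of over 50% in size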
An asterisk follows results filed as active; & = joins results of further samples; [ ] = remark or other dose. Unless noted, calls follow the shape of the dose curve; as a rule, active = well fitted curve in the direction sought with a large enough effect; inconclusive = small, poorly fitted or top-dose-only effect, or another doubt; inactive = no such curve, though single readings can be large; an effect the other way counts as inactive or inconclusive. % is scaled to controls: 0 for no effect and ±100 for the full control effect. These rows are one share of the data (hit frequency here may not be typical).

C=CC[C@@H]1C=C[C@H](O/N=C(\C)CCN2CCc3nc(-c4ccccc4)c(-c4ccccc4)cc3C2)[C@H](CO)O1 was read as RORg inh -7%[10 µM], FBPA coupling cs 0 and Gal4-VP16 FLuc -6%[10 µM].
COC(=O)c1ccc(C(NC(=O)OCc2ccccc2)/C(C)=C/[C@@H](C)C(=O)NCc2cc(F)cc(F)c2)cc1 (some centres undefined) was read as RORg inh 36%, FBPA coupling cs 2 and Gal4-VP16 FLuc -5%.
`CN(C)c1ncc2ncc(=O)n(Cc3cccs3)c2n1` gave RORg inh inconclusive, FBPA coupling cs 3 and Gal4-VP16 FLuc -6%.
`N#Cc1cccc(NC(=O)N2CCCC3(CCN(C(=O)c4cnccn4)CC3)C2)c1` gave RORg inh -2%, FBPA coupling cs 1 and Gal4-VP16 FLuc -10%.
Screening COc1ccc(CNc2ncncc2-c2ccc3c(c2)OCO3)c(OC)c1 returned RORg inh 28%, FBPA coupling cs 1 and Gal4-VP16 FLuc -3%.
Screening COc1ccc2c(c1)O[C@@H](c1ccc3c(c1)OCO3)[C@H](OC(=O)Nc1ccc(C)c(Br)c1)C2=O returned RORg inh -30%, FBPA coupling cs 2 and Gal4-VP16 FLuc -11%.
For COC(=O)CC1c2ccccc2C=C(C)N1C(=O)OC (centres undefined) the results were RORg inh -5%, FBPA coupling cs 1&0 and Gal4-VP16 FLuc -6%.
CCCN1[C@H](C(=O)OC)C[C@@]2(O)[C@@H](O)[C@@H](O)[C@@H](O)C[C@@H]12 was read as RORg inh 3%, FBPA coupling cs -12 and Gal4-VP16 FLuc -9%.
CN(C)c1ccc(-c2cncnc2Nc2ccccc2)cc1 was read as RORg inh -33%, FBPA coupling cs -8 and Gal4-VP16 FLuc 7%.
For Cc1cccc([C@@H]2CN(C)CCc3c2cc(O)c(O)c3Cl)c1 the results were RORg inh -28%, FBPA coupling cs -7 and Gal4-VP16 FLuc -11%.

As a short view, part of the list above:
C=CC[C@@H]1C=C[C@H](O/N=C(\C)CCN2CCc3nc(-c4ccccc4)c(-c4ccccc4)cc3C2)[C@H](CO)O1 was read as RORg inh -7%[10 µM], FBPA coupling cs 0 and Gal4-VP16 FLuc -6%[10 µM].
COC(=O)c1ccc(C(NC(=O)OCc2ccccc2)/C(C)=C/[C@@H](C)C(=O)NCc2cc(F)cc(F)c2)cc1 (some centres undefined) was read as RORg inh 36%, FBPA coupling cs 2 and Gal4-VP16 FLuc -5%.
`CN(C)c1ncc2ncc(=O)n(Cc3cccs3)c2n1` gave RORg inh inconclusive, FBPA coupling cs 3 and Gal4-VP16 FLuc -6%.
`N#Cc1cccc(NC(=O)N2CCCC3(CCN(C(=O)c4cnccn4)CC3)C2)c1` gave RORg inh -2%, FBPA coupling cs 1 and Gal4-VP16 FLuc -10%.
Screening COc1ccc(CNc2ncncc2-c2ccc3c(c2)OCO3)c(OC)c1 returned RORg inh 28%, FBPA coupling cs 1 and Gal4-VP16 FLuc -3%.
Screening COc1ccc2c(c1)O[C@@H](c1ccc3c(c1)OCO3)[C@H](OC(=O)Nc1ccc(C)c(Br)c1)C2=O returned RORg inh -30%, FBPA coupling cs 2 and Gal4-VP16 FLuc -11%.
For COC(=O)CC1c2ccccc2C=C(C)N1C(=O)OC (centres undefined) the results were RORg inh -5%, FBPA coupling cs 1&0 and Gal4-VP16 FLuc -6%.
CCCN1[C@H](C(=O)OC)C[C@@]2(O)[C@@H](O)[C@@H](O)[C@@H](O)C[C@@H]12 was read as RORg inh 3%, FBPA coupling cs -12 and Gal4-VP16 FLuc -9%.

Continued.
`NCCC[C@@H](CC(=O)N[C@@H]1CCCC[C@H]1C(=O)N[C@H](CC(=O)N[C@@H](CCC(=O)O)CC(=O)O)Cc1ccccc1)NC(=O)C[C@H](CO)NC(=O)[C@@H]1CCCC[C@H]1N` gave RORg inh 8%, FBPA coupling cs 1 and Gal4-VP16 FLuc 1%.
CC(=O)NCCNc1nc(-c2ccccc2C)nc2ccccc12 was read as RORg inh 11%, FBPA coupling cs 1 and Gal4-VP16 FLuc 3%.
CCCCC/C=C\C/C=C\CCCCCCCCCC(=O)O was read as RORg inh 3%, FBPA coupling cs 4 and Gal4-VP16 FLuc 6%.
`CO[C@]1(C)C[C@H]2O[C@]1(C)n1c3ccccc3c3c4c(c5c6ccccc6n2c5c31)C(=O)N(C)C4` gave RORg inh -6%, FBPA coupling cs 4 and Gal4-VP16 FLuc 0%.
`CCCCC[C@H](O)/C=C/[C@@H]1[C@@H](C/C=C\CCCC(=O)O)[C@@H](O)C[C@@H]1O` gave RORg inh -6%, FBPA coupling cs -4 and Gal4-VP16 FLuc -2%.
Screening CCCCCCCC1=CC2=C(Cl)C(=O)C(C)(OC(C)=O)C(=O)C2=CO1 (centres undefined) returned RORg inh 19%, FBPA coupling cs 0 and Gal4-VP16 FLuc -4%.
`O=C1/C(=C/c2ccccc2)Oc2ccccc21` gave RORg inh 5%[10 µM], FBPA coupling cs 2 and Gal4-VP16 FLuc -3%[10 µM].
For CCCCCCCCCCCCCCCCOP(=O)([O-])OCC[N+](C)(C)C the results were RORg inh -1%, FBPA coupling cs -1 and Gal4-VP16 FLuc -1%.
Screening COc1ccc(-c2coc3ccc(OC4OC(COC(C)=O)C(OC(C)=O)C(OC(C)=O)C4OC(C)=O)cc3c2=O)cc1 (centres undefined) returned RORg inh 21%, FBPA coupling cs -1 and Gal4-VP16 FLuc -10%.
`COC(=O)C(C(C)=O)C(NC(=O)NCc1ccccc1)c1ccccc1` (centres undefined) gave RORg inh 6%[10 µM], FBPA coupling cs -2 and Gal4-VP16 FLuc -7%[10 µM].
Screening COCCN=C1OC(=O)N2C(=O)C3=C4C(C[C@H]5C(=O)N(c6ccccc6)C(=O)[C@H]5[C@H]4[C@@]12Cc1ccccc1)[C@H]1C(=O)N(c2ccccc2)C(=O)[C@H]1[C@H]3C (some centres undefined) returned RORg inh 43%, FBPA coupling cs 0 and Gal4-VP16 FLuc 19%.
`OC[C@@H](O)C(O)[C@@H](O)CO` (some centres undefined) gave RORg inh 2%, FBPA coupling cs 2 and Gal4-VP16 FLuc -4%.
Screening CC[C@H]1C(c2cccc(Cl)c2)=NN(c2ccccc2)[C@@H]1CO returned RORg inh inconclusive, FBPA coupling cs -6 and Gal4-VP16 FLuc 32µM*.
Screening COc1ccc(O[C@H]2C=C[C@@H](c3ccccc3)O[C@H]2COC(=O)CC/C(C)=N\OC[C@@H](O)COCc2ccco2)cc1 returned RORg inh 39%[10 µM], FBPA coupling cs 2 and Gal4-VP16 FLuc -7%[10 µM].
For C=CC[C@@H]1C=C[C@@H](O/N=C\[C@@H](NS(=O)(=O)c2ccc(C)cc2)[C@H](C)/C=C\CC(=O)OC)[C@@H](CO)O1 the results were RORg inh 6%[10 µM], FBPA coupling cs 3 and Gal4-VP16 FLuc 6%[10 µM].
CC(=O)N1CC=CC1(CC(C)C)C(=O)O (centres undefined) was read as RORg inh 3%, FBPA coupling cs 0 and Gal4-VP16 FLuc 2%.
C[C@@H]1OC(O[C@H]2[C@H](Oc3cc(O)c4c(=O)c(O)c(-c5ccc(O)cc5)oc4c3)O[C@H](CO)[C@@H](O)[C@@H]2O)[C@H](O)[C@H](O)[C@H]1O (some centres undefined) was read as RORg inh 10%, FBPA coupling cs 1 and Gal4-VP16 FLuc -4%.
For O=C(c1ccco1)N1CCC[C@@]2(CCN(Cc3nccs3)C2)C1 the results were RORg inh -1%, FBPA coupling cs -2 and Gal4-VP16 FLuc 9%.
NC(CSSCC(N)C(=O)O)C(=O)O (centres undefined) was read as RORg inh inconclusive, FBPA coupling cs -9 and Gal4-VP16 FLuc 3%&1%.
Screening COc1ccc(-c2cc(=O)c3c(O)cc(O)cc3o2)cc1O returned RORg inh 8%, FBPA coupling cs -3 and Gal4-VP16 FLuc -9%.
For Cc1ccc(CC(Cc2nc3ccccc3[nH]2)c2nc3ccccc3[nH]2)cc1 (centres undefined) the results were RORg inh inconclusive, FBPA coupling cs 6 and Gal4-VP16 FLuc inconclusive.
Screening CCC(=O)OCC(=O)[C@@]1(OC(=O)CC)[C@@H](C)C[C@H]2[C@@H]3CCC4=CC(=O)C=C[C@]4(C)[C@@]3(F)[C@@H](O)C[C@@]21C returned RORg inh -24%, FBPA coupling cs -5 and Gal4-VP16 FLuc -4%.
For CC(CCC(=O)O)C1CCC2C3CC[C@H]4CC(O)CC[C@@]4(C)C3C=C[C@]12C (some centres undefined) the results were RORg inh -37%, FBPA coupling cs -7 and Gal4-VP16 FLuc -26%.
For CC(C)n1cnc2c(NCc3ccccc3)nc(NCCCO)nc21 the results were RORg inh -7%, FBPA coupling cs -4 and Gal4-VP16 FLuc -29%.
OCC1OC(c2ccc3c(c2)OCO3)C=CC1Oc1ccc(C2CCCC2)cc1 (centres undefined) was read as RORg inh 6%[10 µM], FBPA coupling cs -1 and Gal4-VP16 FLuc 4%[10 µM].
Cc1nc2cnc(N3CCOCC3)nc2n(Cc2ccc(F)cc2)c1=O was read as RORg inh -7%, FBPA coupling cs 0 and Gal4-VP16 FLuc 5%.
`Cc1c(O)cc(O)c2c(=O)c(-c3ccc(O)cc3)coc12` gave RORg inh -8%, FBPA coupling cs -1 and Gal4-VP16 FLuc -8%.
`Nc1nc(=O)n(C2OC(CO)C(O)C2O)cc1Cl` (centres undefined) gave RORg inh -19%, FBPA coupling cs 1 and Gal4-VP16 FLuc -13%.
O=C(Nc1ccccc1)N1CC2(CCN(C(=O)c3cc(C(F)(F)F)cc(C(F)(F)F)c3)CC2)C1 was read as RORg inh -5%, FBPA coupling cs 2 and Gal4-VP16 FLuc -4%.
COc1cc([C@@H]2CC(=O)c3c(O)cc(O)cc3O2)ccc1O was read as RORg inh 2%, FBPA coupling cs 5 and Gal4-VP16 FLuc 7%.
`CCCC(=O)OC1(C(=O)CO)CCC2C3CCC4=CC(=O)CCC4(C)C3C(O)CC21C` (centres undefined) gave RORg inh 10%, FBPA coupling cs -1 and Gal4-VP16 FLuc -1%.
Screening O=C1C=CC(=O)c2c(O)c(Cl)c(Cl)c(O)c21 returned RORg inh inconclusive, FBPA coupling cs -90* and Gal4-VP16 FLuc -5%.
COc1ccc(-n2c(=O)c(C)nc3cnc(N4CCOCC4)nc32)cc1 was read as RORg inh -12%, FBPA coupling cs 1 and Gal4-VP16 FLuc 5%.
`Cn1c(=O)c(-c2ccc(Cl)cc2)nc2cnc(Nc3ccccc3)nc21` gave RORg inh 14%, FBPA coupling cs 3 and Gal4-VP16 FLuc -2%.
O=C(Nc1ccccc1)N1CC[C@@]2(CCCN(C(=O)c3cnccn3)C2)C1 was read as RORg inh -4%, FBPA coupling cs -2 and Gal4-VP16 FLuc -17%.
`Cc1ccccc1-c1ccc2ncnc(NCc3cccnc3)c2c1` gave RORg inh 39%, FBPA coupling cs -2 and Gal4-VP16 FLuc inconclusive.
For Cc1ccccc1-c1ccc2ncnc(N3CCOCC3)c2c1 the results were RORg inh inconclusive, FBPA coupling cs 0 and Gal4-VP16 FLuc 10%.
COc1cccc(Cn2c(=O)c(CCc3ccccc3)nc3cnc(N4CCNCC4)nc32)c1 was read as RORg inh -8%, FBPA coupling cs 2 and Gal4-VP16 FLuc -16%.
`COc1ccc2[nH]cc(CCNc3ccnc(-c4cccc(NS(C)(=O)=O)c4)n3)c2c1` gave RORg inh 23%, FBPA coupling cs -4 and Gal4-VP16 FLuc -7%.
For Cn1cc(-c2nc3cncnc3n(-c3ccccc3)c2=O)c2ccccc21 the results were RORg inh 0%, FBPA coupling cs 1 and Gal4-VP16 FLuc -6%.
Screening CCNc1ncc2nc(CCc3ccccc3)c(=O)n(C[C@H]3CCCO3)c2n1 returned RORg inh 0%, FBPA coupling cs 2 and Gal4-VP16 FLuc 4%.
For O=C(O)CN(CCN(CC(=O)O)CC(=O)O)CC(=O)O the results were RORg inh -7%&-14%, FBPA coupling cs 1&0 and Gal4-VP16 FLuc -4%&0%.
S=c1ccss1 was read as RORg inh 13µM*, FBPA coupling cs 0 and Gal4-VP16 FLuc inconclusive.
Screening CO[C@@H]1COC(=O)[C@H]2CCCN2C(=O)[C@@H](C)COC(=O)CCC[C@H]1C returned RORg inh 5%[10 µM], FBPA coupling cs 3 and Gal4-VP16 FLuc -9%[10 µM].
`COc1ccc2[nH]cc(CCNc3nc(-c4cccc(C#N)c4)nc4ccccc34)c2c1` gave RORg inh inconclusive, FBPA coupling cs -7 and Gal4-VP16 FLuc -15%.
For Cc1ccccc1-c1nc(NCc2cccs2)c2ccccc2n1 the results were RORg inh 31%, FBPA coupling cs -2 and Gal4-VP16 FLuc -5%.
For CCC(=O)[C@]12O[C@@]3(C4C(=O)OCCC41)N(Cc1ccccc1)C(C)=C(C(=O)OC)C(c1ccccc1)N3C2=O (some centres undefined) the results were RORg inh 5%[10 µM], FBPA coupling cs 0 and Gal4-VP16 FLuc -4%[10 µM].
For CC1CC(OC(=O)c2ccccc2O)CC(C)(C)C1 (centres undefined) the results were RORg inh 2%&0%, FBPA coupling cs -1 and Gal4-VP16 FLuc 0%&-5%.
